# Source: PubChem
# G9a inh – qHTS Assay for Inhibitors of Histone Lysine Methyltransferase G9a; Potency, µM (top dose mostly 102 µM), for inactives: top-dose activity, negative = inhibition, actives largely listed as inhibitors; hit rate 8.8% among 350,000; G9a H3K9 monomethylation, AlphaScreen, 2 h; AID 504332, 2011; further: on the % scale 0 is the no-effect control and ±100 the full control effect; nearly all actives have a fitted effect of over 75% in size
#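 Compounds were preincubated with 20 nM G9a for 15 min, after which biotinylated H3K9 peptide (500 nM) and SAM (20 uM) started a 2 h room-temperature reaction. Monomethylated product was quantified by antibody-based AlphaScreen chemiluminescence.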
# Pol iota inh – qHTS for Inhibitors of Polymerase Iota; DNA polymerase iota (Homo sapiens), Q9UNA4; Pol iota fluorescent replication assay, 10 min; Potency, µM (highest dose often 115 µM), for the others: top-dose activity, negative = inhibition, actives largely listed as inhibitors; hit rate 1% among 390,000; AID 588590, 2011
#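 Fluorescent replication assay read twice, at 0 min and 10 min after adding 50 nM (final) substrate. Enzyme (10 nM) and compounds were first incubated 15 min at room temperature; enzyme-free buffer wells were negative controls.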
# APEX1 inh – qHTS Assay for Inhibitors of the Human Apurinic/apyrimidinic Endonuclease 1 (APE1); DNA repair nuclease/redox regulator APEX1 (Homo sapiens), P27695; recombinant APE1, TAMRA/BHQ-2 abasic DNA cleavage fluorescence; Potency, µM (highest dose often 65.8 µM), inactives show at the highest dose activity change, negative = inhibition, usual class: inhibitors; hit rate 0.35% among 350,000;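 further: plate controls were vehicle for no effect and reference inhibitor for full effect; nearly all actives have a fitted effect of over 55% in size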
#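 Compound pre-exposure to 0.75 nM APE1, 15 min at ambient temperature. Reaction initiated with 50 nM TAMRA/BHQ-2 THF substrate, read immediately in kinetic mode, 525 nm excitation, 598 nm emission.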
# JMJD2A Tudor inh – qHTS Assay for Inhibitors of JMJD2A-Tudor Domain; hit rate 4.4% among 390,000; Potency, µM (doses to about 114 µM), for the others: at the highest dose activity change, negative = inhibition, actives largely listed as inhibitors; Lysine-specific demethylase 4A (Homo sapiens), O75164; AID 504339, 2011; AlphaScreen JMJD2A-Tudor / H3K4me3 peptide binding; further: on the % scale 0 is the no-effect control and ±100 the full control effect; nearly all actives have a fitted effect of over 50% in size
# BLM inh – qHTS Assay for Inhibitors of Bloom's syndrome helicase (BLM); Potency, µM (titrated, usually from 56.1 µM), without a hit: at the top dose activity change, negative = inhibition, most hits filed as inhibitors; recombinant BLM DNA unwinding, fluorescence dequenching; hit rate 0.2% among 350,000; AID 2528, 2010;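 further: plate controls were vehicle for no effect and no enzyme for full effect; nearly all actives have a fitted effect of over 35% in size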
# BAZ2B block – qHTS Assay for Inhibitors of BAZ2B; AlphaScreen BAZ2B-H3K14Ac peptide displacement; hit rate 4.4% among 360,000; Potency, µM (top dose mostly 114 µM), for inactives: top-dose activity change, negative = inhibition, hits mostly inhibitors; AID 504333, 2011; Bromodomain adjacent to zinc finger domain protein 2B (Homo sapiens), Q9UIF8; further: on the % scale 0 is the no-effect control and ±100 the full control effect; nearly all actives have a fitted effect of over 60% in size
#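 In this displacement format the biotinylated H3(5-23) peptide acetylated at Lys14 serves as ligand at 50 nM, with BAZ2B at 50 nM in PBS pH 7.4 containing 0.01% Tween-20. Donor and acceptor beads are 10 ug/mL final.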
# POLB inh – qHTS Assay for Inhibitors of DNA Polymerase Beta. P06746. Pol beta primer extension/strand displacement, fluorescence kinetic. Potency, µM (top dose mostly 114 µM), for the others: at the highest dose activity change, negative = inhibition, usual class: inhibitors. hit rate 1.3% among 340,000. AID 485314, 2010; further: on the % scale 0 is the no-effect control and ±100 the full control effect
#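 Pol beta (10 nM) was preincubated with compound for 15 min at room temperature. The reaction was then started with 50 nM substrate and read immediately and after a further 10 min at room temperature.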
# Pol kappa inh – qHTS for Inhibitors of Polymerase Kappa; DNA polymerase kappa (Homo sapiens), Q9UBT6; purified Pol kappa, fluorescent DNA synthesis assay, 10 min; Potency, µM (series often up to 107 µM), without a hit: at the top dose activity, negative = inhibition, hits mostly inhibitors; hit rate 0.53% among 400,000; further: on the % scale 0 is the no-effect control and ±100 the full control effect
# Target sequence (Q9UBT6 whole entry, looked up): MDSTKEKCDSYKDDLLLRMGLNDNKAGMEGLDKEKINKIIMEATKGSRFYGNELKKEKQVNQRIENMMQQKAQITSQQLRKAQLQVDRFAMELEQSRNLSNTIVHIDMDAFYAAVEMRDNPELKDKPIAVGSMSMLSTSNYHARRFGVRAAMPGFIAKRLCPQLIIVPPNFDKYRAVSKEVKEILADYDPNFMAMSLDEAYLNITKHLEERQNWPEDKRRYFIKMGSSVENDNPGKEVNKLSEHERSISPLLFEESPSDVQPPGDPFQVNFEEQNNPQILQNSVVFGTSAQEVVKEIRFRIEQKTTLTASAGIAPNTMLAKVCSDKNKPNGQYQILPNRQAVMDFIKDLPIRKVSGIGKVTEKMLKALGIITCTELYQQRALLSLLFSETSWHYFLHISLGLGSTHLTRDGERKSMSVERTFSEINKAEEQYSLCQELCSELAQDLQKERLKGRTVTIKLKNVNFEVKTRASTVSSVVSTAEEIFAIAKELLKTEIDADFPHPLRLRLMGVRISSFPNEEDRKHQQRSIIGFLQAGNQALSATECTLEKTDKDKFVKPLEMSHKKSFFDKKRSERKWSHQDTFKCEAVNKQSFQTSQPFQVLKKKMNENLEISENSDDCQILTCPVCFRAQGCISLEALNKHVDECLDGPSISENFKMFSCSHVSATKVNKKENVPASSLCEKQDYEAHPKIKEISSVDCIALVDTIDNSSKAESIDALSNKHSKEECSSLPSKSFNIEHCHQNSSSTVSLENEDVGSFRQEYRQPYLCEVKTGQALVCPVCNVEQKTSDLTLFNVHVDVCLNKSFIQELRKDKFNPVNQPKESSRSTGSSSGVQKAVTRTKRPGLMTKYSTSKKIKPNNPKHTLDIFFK
#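 Here, compound and 10 nM enzyme are combined for 15 min at room temperature; adding 50 nM substrate (final) starts DNA synthesis, tracked by fluorescence at 0 and 10 min against buffer-only wells.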
# Pol eta inh – qHTS for Inhibitors of Polymerase Eta. DNA polymerase eta (Homo sapiens), Q9Y253. recombinant Pol eta, fluorescent DNA replication assay. Potency, µM (highest dose often 114 µM), inactives show at the top dose activity change, negative = inhibition, most hits filed as inhibitors. hit rate 1.2% among 390,000; further: on the % scale 0 is the no-effect control and ±100 the full control effect
#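 Fluorescent replication assay: 50 nM final substrate added after a 15 min room-temperature compound preincubation with 10 nM enzyme. Signal taken at 0 min and again at 10 min.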
# Active calls of the source: *; ? = inconclusive; · = not tested or not shown; & = joins results of further samples; [ ] = dose if it differs, or a comment. The call rests on the fitted dose curve; in most records, active means well fitted curve in the direction sought with a large enough effect; inconclusive means small, poorly fitted or top-dose-only effect, or another doubt; inactive means no such curve, though single readings can be large; an effect the other way counts as inactive or inconclusive. Potency means the concentration at half of the fitted maximal effect.
no.	compound	POLB inh	Pol kappa inh	BAZ2B block	BLM inh	APEX1 inh
1	Nc1ccc(C(=O)NCC(=O)O)cc1	·	-12%	8%	2%	3%
2	CCCn1c(=O)c2c(nc3n2CCN3c2ccc(C)cc2)n(C)c1=O	-2%	0%	4%	2%	·
3	CC1CCN(S(=O)(=O)c2cccc(C(=O)N(C)C3CCS(=O)(=O)C3)c2)CC1 (configuration not stated)	2%	-9%	1%	1%	0%
4	CCC(=O)NCCc1nc2cc(NC(=O)Nc3ccccc3)ccc2n1C	27%	-2%	-1%	-2%	22%
5	CC1CC=CC2C1C(=O)N(Cc1ccccc1)C2c1ccc2ccccc2c1-c1ccc(N(C)C)cc1 (configuration not stated)	·	-22%	·	-1%	2%
6	COc1ccc(CC2C(=O)OC(C)(C)OC2=O)c(Cl)c1OC	-2%	-7%	-28%	-1%	7%
7	COc1ccc(NC(=O)CCCc2nnc3n(CCC(C)C)c(=O)c4sccc4n23)cc1Cl	1%	0%	-3%	-5%	·
8	Cc1cccc(/C=C/c2nc3ccccc3c(=O)[nH]2)c1	3%	0%	-8%	-3%	1%
9	CCc1ccc(-c2cc(C)no2)cc1S(=O)(=O)NCCc1ccccc1	2%	-15%	-3%	-14%	-23%
10	COc1ccc(C)cc1NC(=O)CSc1ccc(-c2ccco2)nn1	-3%	?	?	-4%	14%
11	CC1(C)CCC[C@@]2(C)CC=C(C(=O)O)[C@@H]3C[C@]312	·	7%	5%	·	17%
12	O=C(COC(=O)[C@@H]1CCCN1S(=O)(=O)c1ccccc1F)c1ccccc1	41%	-12%	-7%	-9%	-1%
13	COc1cc2ccccc2cc1C(=O)Nc1ccc2oc(-c3ccc(F)cc3)nc2c1	?	13%	-2%	-13%	·
14	O=C(COc1ccccc1Cl)N1CCNC1=O	·	10%	8%	·	-8%
15	Cc1ccc(NC(=O)COC(=O)c2ccc3c(c2)NC(=O)C2CCCN32)cc1C (configuration not stated)	4%	·	-13%	-14%	4%

no.	Pol iota inh	G9a inh	Pol eta inh	JMJD2A Tudor inh
1	-1%	-7%[59 µM]	-6%	-12%
2	1%	-2%[59 µM]	-25%	-1%
3	25%	33%[59 µM]	-11%	-2%
4	1%	12%	-13%	-6%
5	11%	·	·	?
6	-20%	2%	-18%	-11%
7	?	-90%[59 µM]	-4%	-15%
8	-24%	?	-6%	1%
9	0%	-1%	-19%	-3%
10	32µM*	40µM*	?	?
11	-15%	3%[12.7 µM]	-14%	-1%
12	12%	0%	-19%	2%
13	48%[activator]	-2%[59 µM]	?	-23%
14	70%[activator]	-43%	-9%	-1%
15	·	?	·	·

# Continued.
no.	compound	POLB inh	Pol kappa inh	BAZ2B block	BLM inh	APEX1 inh
16	O=C(Nc1cccc(O)c1)c1noc2c1CCCCC2	22%	-6%	8%	-4%	-8%
17	COC(=O)C[N+](C)(C)C/C=C\c1ccccc1	2%	-9%	5%	7%	0%
18	CCc1cccc(C)c1NC(=O)CSc1n[nH]c(N)n1	·	7%	·	·	13%
19	CC(=O)N(C(C)=O)c1ncc2c([nH]c3ccccc32)c1C#N	-21%	-8%	-6%	-11%	-7%
20	O=C(NCCc1ccc(Cl)cc1)c1cccn1-c1nnc(N2CCCC2)s1	-8%	4%	-23%	3%	·
21	Cn1nnnc1Sc1ncnc2scc(-c3ccc(Cl)cc3)c12	·	2%	6%	·	18%
22	CCC1Oc2ccccc2N(CC(=O)NCCCN2CCCCC2CC)C1=O (configuration not stated)	-2%	5%	0%	1%	1%
23	Cc1ccccc1-c1nnc(-c2ccccc2)o1	2%	-1%	63%[activator]	-2%	-6%
24	Cc1ccc(-c2nc(N3CCCC(C)C3)c3ccccc3n2)cc1 (configuration not stated)	-18%	0%	64%[activator]	-5%	·
25	COc1ccccc1C(=O)NNC(=O)c1sccc1-n1cccc1	-2%	6%	?	1%	7%
26	CCCCC(O)(CCN1CCOCC1)c1ccc(Cl)cc1 (configuration not stated)	-3%	-2%	7%	-3%	-11%
27	COc1ccc(-c2nnn(CC(=O)N(CCCN3CCOCC3)C(C(=O)NC3CCCC3)c3ccc(C)o3)n2)cc1 (configuration not stated)	23%	-8%	?	-5%	0%
28	COc1cc(-c2nc3nc[nH]n3c2Nc2ccc(C(C)C)cc2)ccc1O	10%	2%	-39%	-12%	·
29	O=C(NCCc1ccccc1)C(c1cccs1)N(C(=O)c1csnn1)C1CC1 (configuration not stated)	21%	-7%	9%	-3%	10%
30	O=C(O)/C=C/C(=O)NCCc1ccc(Cl)cc1	22%	-11%	1%	-1%	-5%

no.	Pol iota inh	G9a inh	Pol eta inh	JMJD2A Tudor inh
16	10%	15%[59 µM]	-4%	-16%
17	52%[activator]	-39%	-1%	-9%
18	35%	·	-8%	-1%
19	-7%	9%[12.7 µM]	-5%	-5%
20	19%	-4%[59 µM]	-11%	-18%
21	?	23%[2.33 µM]	0%	1%&-24%
22	23%	4%[59 µM]	8%	-6%
23	6%	51%[activator][59 µM]	7%	27%
24	5%	47%[59 µM]	-14%	67%[activator]
25	41%[activator]	-37%	-6%	-8%
26	-11%	-35%	-10%	-2%
27	1%	-3%	-8%	-8%
28	5%	8.9µM*	-14%	?
29	89µM*	6%	-1%	-21%
30	-11%	-7%	3%	-13%

# Next part:
no.	compound	POLB inh	Pol kappa inh	BAZ2B block	BLM inh	APEX1 inh
31	CC(=O)N1c2ccc(S(=O)(=O)N(C)CC(=O)NC3CCCC3)cc2CC1C (configuration not stated)	11%	-12%	-13%	0%	-5%
32	COc1ccc(C2CC(c3cccs3)Nc3nnnn32)cc1 (configuration not stated)	1%	-6%	-10%	-1%	-4%
33	COc1ccc(OCc2cc(C(=O)N3CCCC(O)C3)no2)c2ccccc12 (configuration not stated)	-1%	-18%	?	-11%	-8%
34	COc1ccc(-c2nc(/C=C3\C(C)=Nc4ccccc43)c(O)o2)cc1	1%	-6%	·	-4%	11%
35	CSc1nc2c(c(=O)n1-c1ccc(F)cc1)SCC2	5%	-2%	1%	5%	-2%
36	O=C(COC(=O)c1ccc2ncsc2c1)Nc1ncc(Cl)cc1Cl	0%	-6%	50µM*	-3%	2%
37	COCCn1c(SCC(=O)Nc2ccc3[nH]c(=O)[nH]c3c2)nc2ccccc2c1=O	-6%	-2%	23%	1%	4%
38	CCOC(=O)c1[nH]nc(N)c1NC(=O)c1ccc(Cl)cc1Cl	0%	-18%	-3%	-5%	0%
39	Cc1[nH]c2ccc(C(=O)NCC(C)(C)N3CCOCC3)cc2c1C	-8%	-3%	·	-7%	4%
40	O=C1COC(c2ccccc2)=CN1Cc1ccccc1	·	14%	-11%	·	30%
41	CC(=O)c1ccc(OCC(=O)OCc2cc(-c3ccco3)on2)cc1	·	-7%	-8%	·	-18%
42	O=C(COC(=O)c1cc(S(=O)(=O)N2CCCCC2)ccc1N1CCOCC1)NC1CCCCC1	17%	-15%	9%	-1%	2%
43	CCS(=O)(=O)C1=NSC2=NC(=O)/C(=C\c3cc(C)n(-c4cccc(OC)c4)c3C)C(=N)N21	-1%	4%	?	-2%	1%
44	CCCC1CCC(=NNC(=O)OC(C)(C)C)CC1 (configuration not stated)	0%	3%[60.1 µM]	30%[activator]	1%	6%
45	COc1ccc(/C=C/c2c(-c3cccc(C)c3)oc3ccc(-c4ccc5c(c4)OCO5)cc23)cc1	-13%	-4%	-38%	2%	19%

no.	Pol iota inh	G9a inh	Pol eta inh	JMJD2A Tudor inh
31	12%	2%	-5%	-10%
32	34%	21%	-14%	-20%
33	56%[activator]	-3%[0.501 µM]	-11%	?
34	10%	5%	0%	-29%
35	11%	24%[59 µM]	-6%	-15%
36	?	?	8.9µM*	?
37	-11%	34%[59 µM]	-14%	-18%
38	17%	9%[59 µM]	-5%	-7%
39	97%[activator]	-4%	-10%	-11%[11.4 µM]
40	13%	-11%[2.33 µM]	-12%	-7%
41	-24%	17%[2.33 µM]	-19%	-9%
42	6%	-2%[59 µM]	?	5%
43	-15%	9%[59 µM]	15%	-9%
44	13%	16%	-18%	9%
45	?	?	-7%	-15%

# Only part of the results is shown, so the mix of outcomes need not match the whole.
